CSN inh = blocks human CSN-mediated cullin deneddylation; 360,000 tested, 0.38% active; AID 651999; inhibition, % at 12.5 µM; Purified CSN, SCF-Nedd8-OG deneddylation, fluorescence polarization;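 active = pattern-corrected inhibition above about 35%, with an unprinted fluorescence ratio check between 0.5 and 1.5, limit read from the data, passing the limit was not always enough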;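 also: 0% = enzyme with substrate and 100% = substrate without enzyme; some results filed as inactive read as strong as hits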
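Test system: Human Csn5 produced in HEK293T cells | Compound: 12.5 µM single point | Times: 90 min, room temperature | Signal: Fluorescence polarization readout | Read-out basis: % inhibition of substrate cleavage by Csn5 | Controls: no-enzyme wells high, enzyme-with-substrate wells low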
MsrA inhibitor = inhibits bovine methionine sulfoxide reductase A. purified bovine MsrA, absorbance read-out. inhibition, % at 15.5 µM. 360,000 tested, 0.75% active; in the data active = inhibition above about 4.5%;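 also: 0% = vehicle wells with enzyme and 100% = reference inhibitor wells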
MLLE-PAM2 inh = inhibitors of microRNA-mediated deadenylation, human PABP1 MLLE binding. AID 588489. inhibition, % at 20 µM. 360,000 tested, 0.36% active. P11940. GST-MLLE / FITC-PAM2 fluorescence polarization; in the data active = inhibition above about 35%, passing the limit was not always enough;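 also: plate controls were DMSO wells with GST-MLLE for no effect and wells lacking GST-MLLE protein for full effect; some results filed as inactive read as strong as hits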
FAS-TE inh = blocks the thioesterase domain of human fatty acid synthase; inhibition, % at 15 µM; recombinant FAS-TE, OMFH fluorogenic substrate, fluorescence endpoint; P49327; 360,000 tested, 0.67% active;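 active = compounds whose normalised, plate-corrected inhibition of enzyme fluorescence in the single-dose primary screen is 50% or more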;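 also: 0% = DMSO with enzyme and 100% = substrate without enzyme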
eLon inh = E. coli protease La inhibition; P0A9M0; purified E. coli Lon protease, fluorescence polarization; inhibition, % at 7.94 µM; 360,000 tested, 0.42% active; in the data active = inhibition above about 13%, passing the limit was not always enough;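 also: 0% = enzyme with probe and DMSO and 100% = no enzyme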
Rin1 Abl inh = blocks binding of human Rin1 to Abl. P00519+Q13671. TR-FRET Rin1/Abl binding, biochemical. inhibition, % at 7.35 µM. 360,000 tested, 0.4% active. AID 588664; in the data active = inhibition above about 5%, passing the limit was not always enough
MsrA act = bovine methionine sulfoxide reductase A activation | purified bovine MsrA, absorbance read-out | activation, % at 10.6 µM | 360,000 tested, 0.3% active; in the data active = activation above about 7.5%;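 also: 0% = vehicle and 100% = reference activator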
Rpn11 block = inhibitors of human proteasome Rpn11 | O00487 | calls only at 20 µM | human 26S proteasome, Ub4-pepOG fluorescence polarization; 20S core pre-blocked with epoxomicin | AID 588493 | 360,000 tested, 0.59% active;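 active = inhibition at 20 µM, scaled to each plate's controls, above about 33%, limit read from the data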
MT1-MMP act inh = inhibitors of human MT1-MMP activation; 360,000 tested, 0.061% active; GFP/RFP ratio change, % at 20 µM; AID 651647; HT1080 RFP-PRO-GFP cells, GFP/RFP ratio fluorescence, overnight; percent of plate control window, DMSO zero;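 active = GFP/RFP ratio change of at least 30% with cell ATP level not reduced by more than half and red fluorescence within 50% of control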; also: strong numbers were not always called active
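Read-out: GFP/RFP fluorescence ratio; Test system: RFP-PRO-GFP reporter HT1080 cells; Compound dosing: single-point 20 µM compound, 1% DMSO; Times: overnight compound exposure at 37 °C.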
* marks the source's active call; other numbers are inactive results; i = inactive; · = no result given; + = active, no number.

molecule | CSN inh | MsrA inhibitor | MLLE-PAM2 inh | FAS-TE inh | eLon inh | Rin1 Abl inh | MsrA act | Rpn11 block | MT1-MMP act inh
Cc1ccccc1NC(=S)NC12CN3CN(CN(C3)C1)C2 | 4 | 1.7 | 19 | -10 | -4 | 1 | 3 | i | -1
CCCCN(C)CCCNC(=O)c1cc(-c2cccs2)nc2ccccc12 | -2 | 1.5 | -2 | -9 | -2 | -4 | -3 | i | -5
c1ccc2[nH]c(CN3CCN(c4ncnc5c4oc4ccccc45)CC3)nc2c1 | -6 | 2.1 | 9 | 3 | 1 | -5 | -2 | i | -11
C/C(=N\NC(=O)C(=O)Nc1ccc(C)c(Cl)c1)c1ccncc1 | 15 | -0.5 | -1 | -6 | -2 | 1 | -3 | + | 0
O=C(Cc1c(O)c2ccccc2oc1=O)c1ccc(F)cc1 | 2 | -0.3 | 3 | 4 | -4 | -1 | -1 | i | 0
O=C1NC(=O)C(c2ccc(F)cc2)N1 (stereo not given) | 3 | -0.3 | 5 | -2 | -2 | -1 | 0 | i | 0
Cc1cc(C(=O)NC2CCCc3c2cnn3-c2ccc(C)c(C)c2)n(C)n1 (stereo not given) | 4 | -0.9 | -4 | -1 | -9 | 1 | -1 | i | 5
Cc1cc(=O)n2nc(N3CCC(C(=O)NC(C)c4ccccc4)CC3)sc2n1 (stereo not given) | 5 | -1.1 | -2 | -6 | -7 | 0 | -6 | i | -2
COCC1CCN(C(=O)c2ccc3oc(CCc4ccccc4)nc3c2)C1 (stereo not given) | 0 | -0.9 | 6 | -8 | 1 | 3 | -1 | i | -1
O=C(CCc1ccc(S(=O)(=O)N2CCOCC2)cc1)N1CCCC1 | -5 | -1.6 | -4 | -4 | -7 | 5 | -4 | i | 1
COc1ccc(N2CCN(C(=O)CSc3nnc4c5cc(C)ccc5n(C)c4n3)CC2)cc1 | 3 | -0.2 | 19 | 4 | -4 | -3 | -2 | i | -3
CCCCCCCCCCCC1=C(O)C(=O)C=C(O)C1=O | 3 | · | 2 | 62* | 4 | -3 | -3 | i | 7
COc1ccc(N(C(=O)c2snc(C(N)=O)c2N)C(C(=O)NCc2ccc(F)cc2)c2ccc(O)cc2)cc1 (stereo not given) | -4 | 0.9 | -1 | 41 | -2 | 0 | -2 | i | -2
O=C(COC(=O)c1ccc(Cl)c(S(=O)(=O)N2CCc3ccccc3C2)c1)Nc1ncc(Cl)cc1Cl | -4 | 0.1 | -9 | 32 | -11 | 0 | 3 | i | -2
CCOc1ccccc1C(=O)NCC(=O)NC(C)c1ccc(-n2ccnc2)cc1 (stereo not given) | -1 | 0.1 | -2 | -4 | -10 | 2 | -2 | i | 4
O=C(CC12CC3CC(CC(Br)(C3)C1)C2)Nc1nncs1 | 1 | 0.8 | 6 | 5 | -4 | 3 | -3 | i | 4
CCOc1ccccc1C(=O)Nc1nnc(SCC(=O)N2CCCC2)s1 | -1 | 1.5 | 7 | -7 | 0 | 0 | 0 | i | -1
COc1ccc2c3c(cccc13)C(=O)N(O)C2=O | -14 | 1.2 | 40* | -7 | 38* | -3 | -10 | i | -18
O=C(COC(=O)/C=C/c1ccc(C(F)(F)F)cc1)NC1CCS(=O)(=O)C1 (stereo not given) | 1 | 1.6 | -39 | -6 | -1 | 0 | -2 | i | -1
C[C@H](NC(=O)[C@@H]1CCCN1C(=O)[C@@H]1CCCN1C(=O)c1cccc2ccccc12)c1ccccc1 | -2 | -1.3 | · | -6 | 6 | · | -1 | · | 5
O=C(Nc1nnc(-c2ccccc2SCc2ccccc2F)s1)Nc1ccccc1F | -1 | -0.6 | 4 | -7 | -7 | 0 | -3 | i | 14
CSc1cccc(NC(=O)COc2ccccc2)c1 | -8 | 0.1 | 0 | -3 | 1 | 7 | -12 | i | 2
COC(=O)c1ccc(NC(=O)Nc2ccc(F)cc2F)cc1 | 5 | 0.6 | 12 | -2 | -5 | 0 | -1 | i | -3
C=CCOc1ccc(CNn2cn[nH]c2=S)cc1OC | 5 | 0.3 | -14 | -10 | -1 | -2 | -5 | i | -1
O=C(NCCn1cc(SCc2ccccc2F)c2ccccc21)c1c(F)cccc1F | -5 | 1.5 | 11 | 35 | -15 | -4 | -2 | i | -8
Cn1c(=O)c2[nH]c(-c3ccccc3Cl)c(O)c2n(C)c1=O | -4 | -1.3 | 29 | -17 | 139* | -1 | -4 | i | -2
CC(=O)Nc1cccc(OCc2ccc(F)cc2)c1 | -2 | 0.9 | 10 | -5 | -7 | 3 | -4 | i | -1
C[C@@H]1CN([C@@H](C)CO)C(=O)c2cc(NC(=O)Nc3ccccc3)ccc2O[C@H]1CN(C)C(=O)Nc1cccc2ccccc12 | -4 | · | 5 | 1 | 8 | 2 | -1 | i | 9
CSc1ccccc1C(=O)Nc1ccc2c(c1)CCC2 | 3 | -0.8 | -1 | 3 | 14 | -2 | -2 | i | 0
COc1ccc(N2CCN(C(=O)c3ccc(Cl)c(S(=O)(=O)N4CCCC4)c3)CC2)cc1 | -2 | 0.5 | -5 | 1 | -1 | 4 | -8 | i | 2
COc1ccc(NC(=O)c2cc(C)nn2-c2ccccc2)cc1 | -1 | 0.2 | -10 | -4 | 14 | 3 | 1 | i | -7
COc1ccc(CC(NC(C)=O)C(=O)NC2CCN(c3nnnn3-c3ccccc3)CC2)cc1 (stereo not given) | 5 | -0.2 | -4 | -5 | 2 | -2 | -1 | i | 4

Three entries already listed, arranged by number of heavy atoms, lowest first.
molecule | CSN inh | MsrA inhibitor | MLLE-PAM2 inh | FAS-TE inh | eLon inh | Rin1 Abl inh | MsrA act | Rpn11 block | MT1-MMP act inh
COc1ccc(NC(=O)c2cc(C)nn2-c2ccccc2)cc1 | -1 | 0.2 | -10 | -4 | 14 | 3 | 1 | i | -7
COc1ccc(N2CCN(C(=O)c3ccc(Cl)c(S(=O)(=O)N4CCCC4)c3)CC2)cc1 | -2 | 0.5 | -5 | 1 | -1 | 4 | -8 | i | 2
C[C@@H]1CN([C@@H](C)CO)C(=O)c2cc(NC(=O)Nc3ccccc3)ccc2O[C@H]1CN(C)C(=O)Nc1cccc2ccccc12 | -4 | · | 5 | 1 | 8 | 2 | -1 | i | 9

Exported with two lines to a compound: part of the list above.
Every second line gives: CSN inh | MsrA inhibitor | MLLE-PAM2 inh | FAS-TE inh | eLon inh | Rin1 Abl inh | MsrA act | Rpn11 block | MT1-MMP act inh
O=C(NCCn1cc(SCc2ccccc2F)c2ccccc21)c1c(F)cccc1F
→ -5 | 1.5 | 11 | 35 | -15 | -4 | -2 | i | -8
Cn1c(=O)c2[nH]c(-c3ccccc3Cl)c(O)c2n(C)c1=O
→ -4 | -1.3 | 29 | -17 | 139* | -1 | -4 | i | -2
CC(=O)Nc1cccc(OCc2ccc(F)cc2)c1
→ -2 | 0.9 | 10 | -5 | -7 | 3 | -4 | i | -1
C[C@@H]1CN([C@@H](C)CO)C(=O)c2cc(NC(=O)Nc3ccccc3)ccc2O[C@H]1CN(C)C(=O)Nc1cccc2ccccc12
→ -4 | · | 5 | 1 | 8 | 2 | -1 | i | 9
CSc1ccccc1C(=O)Nc1ccc2c(c1)CCC2
→ 3 | -0.8 | -1 | 3 | 14 | -2 | -2 | i | 0
COc1ccc(N2CCN(C(=O)c3ccc(Cl)c(S(=O)(=O)N4CCCC4)c3)CC2)cc1
→ -2 | 0.5 | -5 | 1 | -1 | 4 | -8 | i | 2

Continuation.
Key to letters – A = CSN inh; B = MsrA inhibitor; C = MLLE-PAM2 inh; D = FAS-TE inh; E = eLon inh; F = Rin1 Abl inh; G = MsrA act; H = Rpn11 block; I = MT1-MMP act inh
C=C(C1=CCN(S(=O)C(C)(C)C)[C@H]1CCO)c1ccccc1 (stereo not given in full)
  A: -5; B: -0.9; C: -7; D: -6; E: 3; F: -7; G: -6; H: i; I: -4
O=C(CSc1n[nH]c(=O)n1C1CC1)N1N=C(c2ccc(Cl)cc2)CC1c1ccco1 (stereo not given)
  A: -3; B: -1.0; C: -5; D: 2; E: 4; F: -2; G: -3; H: i; I: 0
Cc1ccc(OCCC(=O)OCC(=O)NNC(=O)c2ccccc2)cc1
  A: -2; B: 0.3; C: -8; D: -8; E: -8; F: -4; G: -1; H: i; I: -2
Cc1ccc(-c2nnn(CC(=O)N3CCCCC3)n2)cc1
  A: -2; B: 0.6; C: 5; D: -3; E: -3; F: 1; G: -9; H: i; I: 1
COc1ccc(C(=O)NC(C(=O)NCCc2ccc3c(c2)OCCO3)C(C)C)cc1 (stereo not given)
  A: -10; B: -0.8; C: -55; D: -7; E: 11; F: 4; G: -14; H: i; I: ·
COc1ccc(-c2nnc(SC(C)C(=O)NC3CC3)o2)cc1 (stereo not given)
  A: -5; B: -0.5; C: 0; D: -6; E: 13; F: 0; G: -8; H: i; I: 4
O=C(CSc1n[nH]c(-c2cccnc2)n1)Nc1ccc([N+](=O)[O-])cc1Br
  A: 2; B: 1.3; C: -18; D: -36; E: 1; F: -2; G: -4; H: i; I: 0
COc1ccc(OC)c(-n2c(=S)[nH]c3cc(C(=O)N4CCN(c5ccccc5)CC4)ccc3c2=O)c1
  A: 2; B: -0.5; C: 16; D: 4; E: 2; F: -2; G: -3; H: i; I: 6
COc1ccc(CCNC(=O)CSc2nc3[nH]ncc3c(=O)n2-c2cccc(C(F)(F)F)c2)cc1OC
  A: 1; B: -0.3; C: 22; D: -27; E: -8; F: 3; G: -3; H: i; I: -2
N#Cc1cccc(NC(=O)COC(=O)C2CCC2)c1
  A: 0; B: 0.2; C: -4; D: -3; E: 18; F: 2; G: -3; H: i; I: -1
CN1C(=O)C2(C(C#N)=C(N)Oc3n[nH]c(-c4ccc(Cl)cc4)c32)c2ccccc21 (stereo not given)
  A: 0; B: 0.4; C: -2; D: 1; E: -10; F: -3; G: -9; H: i; I: 0
Cc1c(NC(=O)c2cc(C(C)C)on2)c(=O)n(-c2ccccc2)n1C
  A: 6; B: ·; C: 0; D: -6; E: -2; F: 0; G: -3; H: i; I: 10
Cc1ccc(-c2cc3onc(-c4ccccc4)c3c(=O)n2C)cc1
  A: -5; B: -0.8; C: 6; D: -1; E: -10; F: 2; G: -1; H: i; I: -3
CCN1CNC(=S)N(c2cc(C)ccc2C)C1
  A: 2; B: -0.2; C: -70; D: -10; E: -9; F: -4; G: -1; H: i; I: 4
Cc1ccc(C)c(N2CCN(C(=O)c3ccc(NC4=NC5CS(=O)(=O)CC5S4)cc3)CC2)c1 (stereo not given)
  A: -5; B: -0.8; C: -111; D: -2; E: -9; F: 1; G: 2; H: i; I: 3
COc1ccc(N2CCCn3c2nc2c3c(=O)n(Cc3ccccc3)c(=O)n2C)c(OC)c1
  A: -1; B: 1.6; C: -2; D: 1; E: -16; F: 2; G: -2; H: i; I: 5
Cc1cc(C)nc(Nc2cccc(Cl)c2)n1
  A: 0; B: 0.4; C: -12; D: 4; E: -6; F: -1; G: -6; H: i; I: -7

With a hit mark in MLLE-PAM2 inh, among the entries above:
structure	CSN inh	MsrA inhibitor	MLLE-PAM2 inh	eLon inh	Rin1 Abl inh	MsrA act	Rpn11 block	MT1-MMP act inh
COc1ccc2c3c(cccc13)C(=O)N(O)C2=O	-14	1.2	40*	38*	-3	-10	i	-18

From PubChem
